G6PDH CS: inhibits Leuconostoc G6PDH, flagging false hits in G6PDH-based assays | Purified L. mesenteroides G6PDH, diaphorase/resazurin coupled fluorescence, 45 min | 200,000 compounds, 0.12% hits | AID 1020 | inhibition, % at 5 µM; in the data active = inhibition above about 50%
Diaphorase inh: counter-screen for diaphorase-based assays: diaphorase inhibitors and chemical oxidizers. diaphorase resazurin-to-resorufin fluorescence, NADH, 16 min; bacterial (C. kluyveri) enzyme, not human. inhibition, % at 20 µM. 190,000 compounds, 0.69% hits. AID 1217;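 active = primary screen inhibition at 20 µM above a set limit, cut at about 50% in these data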;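 also: plate controls were DMSO with full reaction for no effect and wells lacking NADH for full effect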
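System: Bacterial diaphorase enzyme (C. kluyveri) | Incubation: 16-min room-temperature incubation before reading | Benchmarks: No-NADH positive control and DMSO neutral control | Measured by: Resorufin fluorescence 544/590 nm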
FLuc act counter: affects firefly luciferase, flagging false hits in luciferase stimulation screens; ATPlite luciferase biochemical, luminescence, 10 min; 0 = ATP-free wells, 1 = DMSO control; AID 1027; 200,000 tested, under 10 active; activation factor at 10 µM; P08659;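 active = luciferase activation factor, scaled between plate controls, of at least 2 with compound at 10 µM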
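System: luciferase plus luciferin reagent, cell-free; medium: PBS as buffer for the ATP substrate; dosing: test compounds dosed from 2 mM stocks in 100% DMSO; timing: 10 min post-reagent at room temperature; measured by: luminescence measurement of luciferase light output; evaluation: luciferase activation, seen as luminescence increase over controls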
APP 5UTR inh: APP translation inhibition; 190,000 compounds, 0.82% hits; SH-SY5Y APP 5'UTR-luciferase reporter, luminescence; inhibition, % at 2 µM;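 active = inhibition above a set limit, derived from the sample mean plus 3 SD, cut at about 45% in these data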; also: values of inactives mirror those of a sister screen read the other way
TLR4 MyD88 comp: inhibitors of human TLR4-MyD88 binding; O00206+Q99836; HeLa CL3-4 TLR4/MyD88 BLA complementation, FRET ratio; inhibition, % at 8.4 µM; 200,000 compounds, 0.18% hits; AID 861; in the data active = inhibition above about 25%;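 also: 0% = vehicle and 100% = reference inhibitor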
Target sequence (O00206 whole entry, looked up): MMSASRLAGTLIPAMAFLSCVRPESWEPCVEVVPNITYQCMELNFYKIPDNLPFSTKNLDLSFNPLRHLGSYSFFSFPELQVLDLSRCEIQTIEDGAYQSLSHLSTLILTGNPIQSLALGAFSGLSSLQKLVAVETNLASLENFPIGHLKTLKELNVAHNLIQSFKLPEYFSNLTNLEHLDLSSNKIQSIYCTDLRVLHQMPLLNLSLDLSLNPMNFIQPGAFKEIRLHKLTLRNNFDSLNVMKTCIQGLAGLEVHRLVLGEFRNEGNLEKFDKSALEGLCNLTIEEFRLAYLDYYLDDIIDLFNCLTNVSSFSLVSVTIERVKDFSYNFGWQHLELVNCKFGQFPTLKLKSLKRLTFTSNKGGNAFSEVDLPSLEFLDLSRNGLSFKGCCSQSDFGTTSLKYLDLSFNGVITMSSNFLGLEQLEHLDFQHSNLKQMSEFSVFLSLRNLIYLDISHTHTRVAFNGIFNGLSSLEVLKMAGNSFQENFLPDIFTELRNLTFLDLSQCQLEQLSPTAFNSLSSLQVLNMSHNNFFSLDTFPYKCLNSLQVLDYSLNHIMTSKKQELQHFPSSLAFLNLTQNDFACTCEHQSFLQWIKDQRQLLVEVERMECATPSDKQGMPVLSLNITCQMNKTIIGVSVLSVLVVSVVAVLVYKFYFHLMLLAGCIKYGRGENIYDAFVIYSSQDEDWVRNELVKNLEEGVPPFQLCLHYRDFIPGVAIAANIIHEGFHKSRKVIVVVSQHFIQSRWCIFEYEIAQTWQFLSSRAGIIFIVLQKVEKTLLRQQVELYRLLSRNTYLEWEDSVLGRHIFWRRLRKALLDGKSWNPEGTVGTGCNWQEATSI
Target sequence (Q99836 whole entry, looked up): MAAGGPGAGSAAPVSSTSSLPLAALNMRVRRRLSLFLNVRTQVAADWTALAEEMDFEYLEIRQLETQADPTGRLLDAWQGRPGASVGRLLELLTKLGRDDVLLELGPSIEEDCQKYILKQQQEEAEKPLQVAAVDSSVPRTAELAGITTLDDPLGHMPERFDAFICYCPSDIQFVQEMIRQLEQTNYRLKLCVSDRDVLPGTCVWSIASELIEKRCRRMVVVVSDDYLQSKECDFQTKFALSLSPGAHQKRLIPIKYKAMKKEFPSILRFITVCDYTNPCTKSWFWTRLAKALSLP
NF-kB neuron act: compounds increasing NF-kB expression in human neuronal cells. NF-kB reporter expression; active compounds read high. fold change at 12.5 µM. 190,000 compounds, 1.6% hits. AID 1239; in the data active = fold change above about 3.3
FLuc inh counter: Photinus pyralis luciferase inhibition counter-screen. P08659. ATPLite firefly luciferase biochemical luminescence, 10 min. inhibition, % at 10 µM. 200,000 compounds, 1.5% hits. AID 1006;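 active = inhibition above about 50% when tested at 10 µM, limit read from the data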
STAT1 activator: STAT1 signaling activation | NIH 3T3 STAT1-luciferase reporter, IFN-gamma, luminescence; 100% = IFN-gamma alone, no compound | activation (% of control), % at 5.5 µM | 200,000 compounds, 2.6% hits;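 active = activation above the screen-wide mean activation plus 3 SD, cut at about 130% in these data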;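 also: raw ratio to IFN-gamma control signal so 100% means no change and 0% no light; values of inactives mirror those of a sister screen read the other way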
Diaph act CS: activates diaphorase or chemically reduces, flagging diaphorase assay artifacts | activation factor at 20 µM | Diaphorase/resazurin coupled assay, resorufin fluorescence, 16 min; active compounds read high; 1 = vehicle wells, 0 = NADH-free wells | 190,000 compounds, 0.005% hits;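 active = diaphorase activity raised at least twofold by the compound at 20 µM; inactive = activation factor below 2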
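Material: Purified diaphorase enzyme from Clostridium kluyveri | Buffer or medium: 50 mM HEPES pH 7.4 with 4.542 mM MgCl2, 0.005% Tween 20 | Times: 16 min enzyme reaction, ambient temperature | Signal: Red resorufin fluorescence at 544/590 nm excitation/emission | Measure: Increased resorufin signal from activators or reducing compounds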
APP 5'UTR act: activates APP 5'UTR luciferase reporter; 190,000 compounds, 1% hits; AID 1276; activation, % at 2 µM; SH-SY5Y APP 5'UTR luciferase reporter, luminescence; zero percent = DMSO vehicle wells;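 active = activation above a set limit, based on mean plus 3 SD of controls, cut at about 140% in these data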; also: values of inactives mirror those of a sister screen read the other way
The depositor's hits bear a star; . = not tested or not shown.

Field names: A = G6PDH CS; B = Diaphorase inh; C = FLuc act counter; D = APP 5UTR inh; E = TLR4 MyD88 comp; F = NF-kB neuron act; G = FLuc inh counter; H = STAT1 activator; I = Diaph act CS; J = APP 5'UTR act
Compound: CN(C)c1ccnc(-n2cccc2/C=N/OCc2cccc(F)c2)c1C#N
  A: 7.7	B: 9.9	C: 1.1	D: 16.9	E: 3.9	F: 1.06	G: -6.1	H: 101.2	I: 0.9	J: -16.9

Compound: Cc1c(CN2CCC(CO)(CC3CCCCO3)CC2)cnn1C (centres undefined)
  A: 14.8	B: 11.8	C: 1	D: 5.7	E: 5.4	F: 0.92	G: -1.4	H: 96.8	I: 0.9	J: -5.7

Compound: O=C(Nc1ccon1)c1cccc(S(=O)(=O)N2CCCCC2)c1
  A: 18.1	B: 20.2	C: 1.1	D: -7.8	E: -14.0	F: .	G: -8.9	H: 88.9	I: 0.8	J: 7.8

Compound: Cn1ncc(Cl)c1C(=O)N1CCOCC1
  A: 3.8	B: 3.5	C: 1.1	D: -7.9	E: 9.9	F: 1.11	G: -5.7	H: 104.3	I: 1	J: 7.9

Compound: CS(=O)(=O)c1ccc2nc(NC(=O)CN3CCN(Cc4ccccc4)CC3)sc2c1
  A: -2.1	B: 11.6	C: 1	D: -3.3	E: -0.2	F: 0.71	G: -4.7	H: 109.2	I: 0.9	J: 3.3

Compound: CC(C)CSC1=NSC2=NC(=O)/C(=C\c3coc4ccccc4c3=O)C(=N)N12
  A: 8.1	B: 32.3	C: 1	D: -7.0	E: 43.2*	F: 1.49	G: 2.1	H: 97.7	I: 0.7	J: 7.0

Compound: O=C(CCn1c(=O)oc2ccccc21)NCCCN1CCCC1=O
  A: -8.5	B: 16.9	C: 1.1	D: -0.3	E: -2.4	F: 0.99	G: -7.4	H: 106.8	I: 0.8	J: 0.3

Compound: CCc1nn(CC(=O)NCCCN2CCc3ccccc3C2)c(=O)c2cc3sccc3n12
  A: -4.4	B: 21.0	C: 1	D: -10.3	E: -12.2	F: 0.85	G: -0.1	H: 99.2	I: 0.8	J: 10.3

Compound: COc1ccc2cc(C(=O)C3CCCN(C(=O)c4cc(=O)n(C)c(=O)n4C)C3)ccc2c1 (centres undefined)
  A: 9.9	B: 12.7	C: 1	D: 14.6	E: -0.2	F: 0.97	G: 2.8	H: 102.8	I: 0.9	J: -14.6

Compound: CC1CC(CCC(=O)NC(=S)Nc2ccc(Cl)cn2)C(=O)O1 (centres undefined)
  A: 16.3	B: 24.9	C: 1	D: -9.1	E: -12.8	F: 1	G: -1.1	H: 99.7	I: 0.8	J: 9.1

Compound: O=C(CCC1CCCN(C(=O)C2=CCCC2)C1)N1CCN(c2ccccn2)CC1 (centres undefined)
  A: 2.8	B: .	C: 1.1	D: 20.4	E: -12.1	F: 1.08	G: -5.7	H: 86.2	I: .	J: -20.4

Compound: CN(C)S(=O)(=O)c1cccc(NC(=O)c2cc3ccccc3o2)c1
  A: -2.6	B: 4.7	C: 0.7	D: -39.2	E: 2.4	F: 1.17	G: 26.8	H: 105.3	I: 1	J: 39.2

Compound: COc1cc2[nH]c(=S)n(NC(=O)CC(C)C)c(=O)c2cc1OC
  A: 0.0	B: 26.2	C: 1.1	D: 21.3	E: 4.5	F: 1.05	G: -8.4	H: 98.9	I: 0.7	J: -21.3

Compound: COc1ccc(NCc2nnc(SCC(=O)Nc3ccc(OC)cc3OC)o2)cc1
  A: 10.6	B: 9.8	C: 1	D: -6.9	E: -3.2	F: 0.95	G: -2.1	H: 107.6	I: 0.9	J: 6.9

Compound: COc1ccc(CN2CC(C(=O)NCCCN3CCCCCC3)CC2=O)cc1 (centres undefined)
  A: -2.9	B: -9.9	C: 1	D: 6.5	E: -9.5	F: 1.09	G: -2.7	H: 103.7	I: 1.1	J: -6.5

Compound: COc1ccc(CCNC(=O)c2c(O)c3cccc4c3n(c2=O)CC4)cc1OC
  A: 6.8	B: 0.6	C: 1	D: .	E: .	F: .	G: 1.1	H: .	I: 1	J: .

Compound: Nc1ccc2c(c1)Cc1cc([N+](=O)[O-])ccc1-2
  A: 0.2	B: 3.9	C: 1	D: -7.5	E: 45.9*	F: 1.05	G: 0.9	H: 133.8*	I: 1	J: 7.5

Compound: CC1CCN(C(=O)CSc2nc3ccccc3c(=O)n2Cc2ccc3c(c2)OCO3)CC1
  A: -0.6	B: 6.4	C: 1	D: -1.6	E: -5.5	F: 1.19	G: 2.3	H: 97.4	I: 0.9	J: 1.6

Compound: CCOc1ccc(CN=C(N)N=C(N)N)cc1Cl
  A: 1.9	B: 6.4	C: 1.1	D: -22.5	E: 8.2	F: 1.12	G: -7.9	H: 102.6	I: 0.9	J: 22.5

Compound: COc1cc(OC)cc(C(=O)N[C@H](C(=O)OCC(=O)Nc2cccc(F)c2)C(C)C)c1
  A: 1.8	B: 17.7	C: 1.1	D: -25.4	E: -5.4	F: 1.03	G: -6.0	H: 101.5	I: 0.8	J: 25.4

Compound: Cc1cc(NC(=O)COC(=O)c2ccc(F)c(S(=O)(=O)N3CCOCC3)c2)no1
  A: -5.7	B: 1.1	C: 1	D: -15.6	E: -11.1	F: 0.95	G: -4.8	H: 103.3	I: 1	J: 15.6

Compound: c1ccc2c(C3=NNC(=NC4CC4)SC3)c[nH]c2c1
  A: 3.2	B: 11.5	C: 0.5	D: -119.2	E: 3.5	F: 2.55	G: 52.7*	H: 123.0	I: 0.9	J: 119.2

Compound: CCCCCCCCOC(=O)c1nc(Cl)c(Cl)c(N)c1Cl
  A: -2.1	B: 27.3	C: 1	D: 2.6	E: -4.6	F: 0.91	G: -3.6	H: 94.7	I: 0.7	J: -2.6

Compound: CC1Cc2ccccc2N1C1=CC(=O)CCC1 (centres undefined)
  A: -1.4	B: -1.6	C: 1	D: -35.8	E: 7.9	F: 0.83	G: -1.5	H: 86.6	I: 1	J: 35.8

Compound: COc1ccc(-n2nc(C(=O)N3CCN(Cc4ccc5c(c4)OCO5)CC3)c3ccccc3c2=O)cc1
  A: -1.2	B: 25.5	C: 1	D: -1.0	E: 3.2	F: 0.54	G: 1.1	H: 98.0	I: 0.7	J: 1.0

Compound: Cc1nc(N2CCOCC2)nc(OCCN2CCOCC2)c1[N+](=O)[O-]
  A: 1.1	B: 6.7	C: 1.1	D: -26.6	E: -1.1	F: 1.1	G: -6.4	H: 105.4	I: 0.9	J: 26.6

Compound: COc1ccc(/C=N/Nc2cc(C)nc(NS(=O)(=O)c3ccc(C)cc3)n2)cc1
  A: -13.4	B: 7.5	C: 1.1	D: -1.6	E: -5.2	F: 0.86	G: -9.2	H: 96.0	I: 0.9	J: 1.6

Compound: CCOc1cccc(/C(O)=C2/C(=O)C(=O)N(Cc3cccnc3)C2c2ccco2)c1 (centres undefined)
  A: 11.4	B: 6.8	C: 1.1	D: -6.1	E: -6.2	F: 1.5	G: -7.7	H: 103.0	I: 0.9	J: 6.1

Compound: COCCCNS(=O)(=O)c1ccccc1
  A: 5.7	B: 8.2	C: 1.1	D: -7.1	E: 7.1	F: 1.33	G: -7.2	H: 99.0	I: 0.9	J: 7.1

Compound: COc1cccc(-n2nnnc2S(C)(=O)=O)c1
  A: -2.1	B: 21.5	C: 1.1	D: 4.0	E: 7.2	F: 1.12	G: -6.5	H: 66.4	I: 0.8	J: -4.0

Compound: O=C(c1ccccc1)c1cnc(Nc2ccc(Cl)c(Cl)c2)s1
  A: 2.4	B: 3.8	C: 1	D: -3.7	E: 13.0	F: 1.38	G: -4.8	H: 106.9	I: 1	J: 3.7

Compound: Cc1cc(NC(=O)c2sc(Nc3cccc(C(F)(F)F)c3)nc2N)no1
  A: 4.0	B: 17.8	C: 1.1	D: 9.9	E: 1.0	F: 0.87	G: -6.6	H: 106.7	I: 0.8	J: -9.9

Compound: COc1ccc(Cc2nc(N)nc(N)n2)cc1
  A: 10.6	B: 6.0	C: 1	D: -5.2	E: -11.2	F: 1.27	G: -3.2	H: 98.8	I: 0.9	J: 5.2

Compound: O=c1[nH]c(N/N=C/c2ccccc2Br)nnc1-c1ccccc1
  A: 13.5	B: 5.6	C: 1	D: 3.0	E: 8.9	F: 0.98	G: -3.3	H: 108.7	I: 0.9	J: -3.0

Compound: N#CC(C#N)=Cc1cccn1-c1ccc(S(N)(=O)=O)cc1
  A: 9.3	B: -2.8	C: 1	D: 1.5	E: -1.1	F: 1.35	G: -2.6	H: 84.9	I: 1	J: -1.5

Compound: CCOC(=O)c1c(/N=C/c2ccccc2O)sc2c1CCC2
  A: -14.8	B: 10.3	C: 1	D: 12.5	E: -4.5	F: 1.08	G: -3.0	H: 109.0	I: 0.9	J: -12.5

Compound: Cc1ccccc1C(=O)N1CCN(c2ccc(NC(=O)CSc3ccc(Cl)cc3)cc2)CC1
  A: 3.8	B: 3.8	C: 1	D: 17.6	E: 15.8	F: 0.62	G: -4.7	H: 98.0	I: 1	J: -17.6

Compound: COc1ccccc1N1CCN(C(c2cc3cc(C)ccc3[nH]c2=O)c2nnnn2C2CCCC2)CC1 (centres undefined)
  A: 3.7	B: 38.5	C: 1	D: -10.9	E: -8.5	F: 0.69	G: -3.9	H: 101.2	I: 0.6	J: 10.9

Compound: C=CCNC(=O)CCCOc1ccc(C)cc1
  A: 8.8	B: 1.9	C: 1	D: -6.0	E: -2.4	F: 1.18	G: -2.5	H: 96.7	I: 1	J: 6.0

Compound: Cc1nnc(SCC(=O)n2c3c(c4ccccc42)CCCC3)s1
  A: -0.4	B: 10.2	C: 1	D: -8.5	E: -8.5	F: 1.02	G: 2.7	H: 97.5	I: 0.9	J: 8.5

Some values from the list:
FLuc inh counter with C=CCNC(=O)CCCOc1ccc(C)cc1 stands at -2.5
APP 5'UTR act with CCOC(=O)c1c(/N=C/c2ccccc2O)sc2c1CCC2 stands at -12.5
APP 5'UTR act with Cc1cc(NC(=O)c2sc(Nc3cccc(C(F)(F)F)c3)nc2N)no1 stands at -9.9
Diaph act CS with O=C(c1ccccc1)c1cnc(Nc2ccc(Cl)c(Cl)c2)s1 stands at 1
TLR4 MyD88 comp with COc1ccc(Cc2nc(N)nc(N)n2)cc1 stands at -11.2
G6PDH CS with Cc1ccccc1C(=O)N1CCN(c2ccc(NC(=O)CSc3ccc(Cl)cc3)cc2)CC1 stands at 3.8

Whole records from above. Screens in order: G6PDH CS	Diaphorase inh	FLuc act counter	APP 5UTR inh	TLR4 MyD88 comp	NF-kB neuron act	FLuc inh counter	STAT1 activator	Diaph act CS	APP 5'UTR act
Results for `COc1ccc(Cc2nc(N)nc(N)n2)cc1` → 10.6	6.0	1	-5.2	-11.2	1.27	-3.2	98.8	0.9	5.2
Results for `Cc1nnc(SCC(=O)n2c3c(c4ccccc42)CCCC3)s1` → -0.4	10.2	1	-8.5	-8.5	1.02	2.7	97.5	0.9	8.5
